TRPC6 act = activates the mouse TRPC6 cation channel. Q61143. HEK293-TRPC6 membrane potential dye fluorescence; stronger effect = higher value. B-score at 10 µM. 310,000 tested, 0.13% active;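 active = B-score of the integrated fluorescence ratio above library mean plus 3 SD, and starting fluorescence ratio within library mean plus 5 SD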;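 also: higher score means more depolarization so channel activation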
Target sequence (Q61143 whole entry, looked up): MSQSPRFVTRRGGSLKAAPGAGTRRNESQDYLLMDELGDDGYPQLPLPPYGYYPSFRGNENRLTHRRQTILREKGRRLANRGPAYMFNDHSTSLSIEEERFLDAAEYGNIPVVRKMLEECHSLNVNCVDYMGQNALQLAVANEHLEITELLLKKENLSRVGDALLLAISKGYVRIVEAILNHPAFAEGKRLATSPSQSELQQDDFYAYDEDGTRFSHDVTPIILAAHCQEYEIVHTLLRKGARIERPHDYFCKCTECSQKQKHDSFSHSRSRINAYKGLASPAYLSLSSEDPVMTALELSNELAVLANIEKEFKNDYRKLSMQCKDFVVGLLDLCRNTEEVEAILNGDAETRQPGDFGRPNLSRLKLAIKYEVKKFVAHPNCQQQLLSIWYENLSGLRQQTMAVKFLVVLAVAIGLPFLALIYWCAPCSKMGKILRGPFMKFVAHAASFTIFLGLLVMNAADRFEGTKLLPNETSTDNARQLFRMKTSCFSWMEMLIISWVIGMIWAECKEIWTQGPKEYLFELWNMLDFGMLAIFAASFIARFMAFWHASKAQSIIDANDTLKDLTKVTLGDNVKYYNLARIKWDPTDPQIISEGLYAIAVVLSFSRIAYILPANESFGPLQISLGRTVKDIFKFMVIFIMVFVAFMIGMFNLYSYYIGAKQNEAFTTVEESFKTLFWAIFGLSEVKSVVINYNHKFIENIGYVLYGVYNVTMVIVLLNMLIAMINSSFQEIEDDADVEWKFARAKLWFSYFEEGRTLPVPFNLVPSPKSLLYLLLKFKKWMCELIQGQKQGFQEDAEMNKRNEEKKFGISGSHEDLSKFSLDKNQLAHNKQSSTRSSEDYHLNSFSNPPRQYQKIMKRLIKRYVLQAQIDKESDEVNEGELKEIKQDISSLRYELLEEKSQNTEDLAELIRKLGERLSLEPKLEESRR
RGS4 inh = inhibitors of human RGS4 | P49798 | HEK293 M3R/RGS4 inducible, Fluo-4 calcium flux; stronger effect = higher value; triggered by carbachol at its EC20 | B-score at 10 µM | 310,000 tested, 0.45% active;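 active = B-score, a plate-corrected calcium signal, over three deviations above library mean, with baseline fluorescence within five deviations of library mean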;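 also: RGS4 expression induced by doxycycline in cells with stable M3 receptor; B-score is computed from the integrated fluorescence ratio over baseline after carbachol; higher B-score means a larger calcium signal and so more RGS4 inhibition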
TRPC4 block = TRPC4 (mouse) channel inhibition; Q9QUQ5; HEK293 TRPC4beta/mu-opioid, DAMGO-evoked Fluo4 calcium flux; stronger effect = lower value; B-score at 10 µM; 300,000 tested, 0.39% active;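 active = B-score over 3 SD under the library average, no early fluorescence shift, positive overall ratio signal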
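Material: HEK293 cells with stable TRPC4beta plus mu-opioid receptor expression / Probe or stimulus: DAMGO in two steps, submaximal then maximal / Compound: single concentration per test compound / Technique: kinetic Fluo4 fluorescence imaging of calcium influx / Read-out: per-well B score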
MrgX1 ag = agonists of human MrgX1 receptor. 310,000 tested, 0.44% active. Q96LB2. B-score at 10 µM. MrgX1-HEK293 cells, Fluo-4 calcium fluorescence, agonist mode; stronger effect = higher value;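 active = calcium response B-score plate-corrected fluorescence ratio at least 3 library SD, with starting fluorescence B-score inside 5 SD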
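Test system: Stable human MrgX1 HEK293 cell line | Schedule: Overnight plating before 1 h dye loading | Read-out basis: Baseline-normalised fluorescence change ratio, B-scored | Detection: Kinetic calcium dye fluorescence, Fluo-4 NW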
RGS4 pot = potentiators or activators of RGS4; B-score at 10 µM; 310,000 tested, 0.92% active; HEK293 M3R/inducible RGS4, carbachol calcium flux Fluo4; stronger effect = lower value; AID 463111;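 active = B-score of the integrated calcium signal more than 4 SD below the library mean, with starting fluorescence not abnormally high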;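 also: negative B-score means reduced calcium response which marks RGS4 activation or potentiation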
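test system = HEK293 cells with stable M3R and inducible RGS4 | schedule = recording 10 s baseline at 1 Hz, 100 s post-agonist | technique = Fluo4-AM (2 µM) calcium-flux fluorescence, kinetic read | measure = Agonist-evoked peak-minus-minimum fluorescence over baseline, integrated ratio, B score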
HIF act = HIF pathway transcriptional activation. activation, % at 7.5 µM (by protocol). U2OS HRE-luciferase reporter, luminescence; normalized: DMSO 0%, desferrioxamine 100%. 300,000 tested, 0.32% active;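 active = mean activation of at least 10% of the iron chelator positive control signal, with at least half of replicates also reaching 10%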
TRPC6 inhibitor = blocks the mouse TRPC6 cation channel | HEK293-TRPC6, membrane potential dye, ACh-evoked depolarization; stronger effect = lower value | B-score at 10 µM | AID 2553 | Q61143 | 310,000 tested, 1.1% active;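 active = B-score under library mean minus 3 SD, initial fluorescence not abnormally high, positive integrated signal ratio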;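 also: B-score derived from integrated fluorescence ratio over the kinetic read; more negative B-score means stronger inhibition of depolarization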
Platelet DG rel = platelet dense granule release activity | 300,000 tested, 0.22% active | AID 1663 | human platelet-rich plasma, SFLLRN dense granule ATP release, luminescence | inhibition, %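 (compounds screened at 7.5 µM in platelet-rich plasma)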;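 active = mean replicate score, as percent of positive control, at or above 50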
MrgX1 PAM = allosterically activates human MrgX1 receptor signaling; MrgX1-HEK293, Fluo-4 calcium flux, FDSS; stronger effect = higher value; B-score at 10 µM; 310,000 tested, 0.63% active;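 active = plate-corrected calcium response at least 3 library SD above typical, normal starting fluorescence, not activating the receptor alone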;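 also: compound read alongside a low EC10 to EC30 dose of BAM8-22 agonist; peak minus trough fluorescence over baseline measured at the second addition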
SKKanGAS inh = inhibitors of SKKanGAS S. pyogenes growth in kanamycin (SK-promoter or general growth effect) | BacTiter-Glo, 6 h | inhibition, % at 7.5 µM | 300,000 tested, 1.3% active | AID 1662;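 active = mean replicate score, as percent of positive control median, at least 50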;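 also: strain carries kanamycin resistance gene driven by streptokinase promoter and grows in 40 µg/ml kanamycin; loss of luminescence reflects streptokinase promoter inhibition or plain growth inhibition; 0% = median of DMSO wells and 100% = positive control at its reference dose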
MrgX1 antagonist = antagonists of human MrgX1 receptor. Q96LB2. MRGX1-HEK293 calcium flux, Fluo-4, BAM8-22 antagonism; stronger effect = lower value. B-score at 10 µM. 310,000 tested, 1.3% active. AID 588676;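 active = calcium-response B-score plate-corrected more than 3 library SD below zero, starting fluorescence within 5 deviations, no agonist response on first addition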;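 also: peak minus trough fluorescence over baseline after final BAM8-22 challenge near maximal dose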
* hit, by the source's call; i = inactive; / = not tested or not shown.

SMILES | TRPC6 act | RGS4 inh | TRPC4 block | MrgX1 ag | RGS4 pot | HIF act | TRPC6 inhibitor | Platelet DG rel | MrgX1 PAM | SKKanGAS inh | MrgX1 antagonist
Cc1cccc(-n2ccnc2SCC(=O)O)c1C | i | i | i | i | i | -0.4 | i | -1 | i | -4 | i
COC(=O)CC1=NN(c2ccccc2)C(=O)/C1=C\c1ccc(OC)cc1 | i | i | i | i | i | -0.1 | i | 1 | i | 0 | i
Cc1cccn2c(=O)nc(SCC(=O)Nc3ccc4c(c3)OCCO4)nc12 | i | i | i | i | i | -0.3 | i | -1 | i | 2 | i
O=C(NC(=S)Nc1ccc(N2CCOCC2)c(Cl)c1)c1sc2ccccc2c1Cl | i | i | i | i | i | -0.2 | i | 9 | i | 4 | i
CN(Cc1ccccc1)C(=O)COC(=O)c1ccc(Cl)c(N)c1 | i | i | i | i | i | 0.5 | i | -1 | i | 4 | i
CC1CCCCC1NC(=O)CN(C)S(=O)(=O)c1cccc2nsnc12 (centres undefined) | i | i | i | i | i | 0.2 | i | -6 | i | -1 | i
COc1ccc2c(c1)NC(=O)CC(c1ccccc1)=N2 | i | i | i | i | i | 1.8 | i | 2 | i | 4 | i
COCCn1c(N)c(N(Cc2ccccc2)C(=O)Cc2ccccc2F)c(=O)[nH]c1=O | i | i | i | i | i | / | i | / | i | / | i
O=c1oc2ccccc2c(Nc2cccc(O)c2)c1[N+](=O)[O-] | i | i | i | i | i | -0.3 | i | -1 | i | 0 | i
CCCCN(CC)C(=O)CN(C)S(=O)(=O)c1cccc2nsnc12 | i | i | i | i | i | -0.1 | i | 1 | i | -8 | i
COc1ccc(-c2nc(N3CCCC3)[nH]c(=O)c2C#N)cc1 | i | i | i | i | i | -0.4 | i | 0 | i | 3 | i
COc1ccccc1-c1noc(-c2cc(OC)c(OC)c(OC)c2)n1 | i | i | i | i | i | 0.3 | i | 2 | i | -14 | i
O=C(CNCCC1=CCCCC1)Nc1ccc(N2CCCCCC2)cc1 | i | i | i | i | -10* | 0.0 | -7.2* | 5 | i | 0 | i
O=C(O)c1ccc(Cl)c(S(=O)(=O)N(Cc2ccccc2)c2ccccc2Cl)c1 | i | i | i | i | i | -0.5 | i | 6 | i | 14 | i
CCC(C)NC(=O)C(=O)NCc1ccncc1 (centres undefined) | i | i | i | i | i | / | i | 11 | i | -2 | i
ONC=Nc1cccc2nonc12 | i | i | i | i | i | 12* | i | -6 | i | -8 | i
CC(C)COP(=O)(OCC(C)C)C(Nc1ccccc1)c1ccccc1 (centres undefined) | i | i | i | i | i | -0.7 | i | 13 | i | 7 | i
O=C(Cc1c(F)cccc1Cl)Nc1nccs1 | i | i | i | i | i | -0.3 | i | -5 | i | -1 | i
CCn1cnc2cc(NC(=O)c3cccs3)ccc21 | i | i | i | i | i | 1.9 | i | 5 | i | 8 | i
O=C(Cc1ccccc1)c1c[nH]c(C(=O)NCCCn2ccnc2)c1 | i | i | i | i | i | -0.1 | i | 4 | i | 3 | i
COCc1ccc(C(=O)Nc2ccccc2C(=O)NCc2cccnc2)cc1 | i | i | i | i | i | 1.1 | i | -2 | i | -14 | i
Cc1ccccc1NC(C)C(=O)N/N=C/c1ccccc1OCc1cccc(Br)c1 (centres undefined) | i | i | i | i | i | 0.0 | -5.2* | 1 | i | 35 | i
Cc1ccc(NC(=S)NCc2ccccc2)cc1S(=O)(=O)N1CCCCC1 | i | i | i | i | i | -0.9 | i | -4 | i | 0 | i
CCN(CC)C(=O)CSc1nc(COc2ccccc2)nc2ccccc12 | i | i | i | i | i | 2.1 | i | 1 | i | 5 | i
COc1cccc(CN2CCC(C(=O)N3CCN(Cc4ccc5c(c4)OCO5)CC3)CC2)c1OC | i | i | i | i | i | 0.0 | i | -31 | i | 2 | i
CC(C)CCn1nnnc1CN1CCN(C(c2ccccc2)c2ccccc2)CC1 | i | i | i | i | i | -0.2 | i | -10 | i | 22 | i
OCCCC1CCCCN1Cc1nc(Cc2ccccc2Cl)no1 (centres undefined) | i | i | i | i | i | 0.7 | i | 3 | i | -3 | i
CC(C)n1c(O)c(N=NC(=O)CNC(=O)Cc2ccc(Cl)cc2)c2ccccc21 | i | i | i | i | i | 0.2 | i | 4 | i | -1 | i
Cc1csc(NC(=O)c2cccc(C)c2C)n1 | i | i | i | i | i | 2.5 | i | 4 | i | 5 | i
Cc1cccc2[nH]c3c(N4CCN(C(=O)c5ccco5)CC4)ncnc3c12 | i | i | i | i | i | -0.1 | i | -2 | i | 18 | i
COCCCNC(=O)c1ccc2c3c(onc13)-c1ccccc1C2=O | i | i | i | i | i | -2.2 | i | -6 | i | 9 | i
Cc1ccc(SCC(=O)N2CCN(c3ccccn3)CC2)cc1 | i | i | i | i | i | 0.4 | i | 8 | i | 5 | i
Cc1cccc(C(=O)N(Cc2cccs2)C2CCS(=O)(=O)C2)c1 (centres undefined) | i | i | i | i | i | / | i | 2 | i | 0 | i
Cc1ccccc1S(=O)(=O)NC1OC(=O)C(Oc2ccccc2)=C1Br (centres undefined) | i | i | i | i | i | 1.9 | i | 12 | i | -3 | i
CCCCC(OC(=O)CN1C(=O)COc2ccccc21)C(=O)NC1CCCCC1 (centres undefined) | i | i | i | i | i | -1.3 | i | -2 | i | 5 | i
O=C(Nc1cccc(NC(=O)c2ccco2)c1)c1cnccn1 | i | i | i | i | i | 1.1 | i | 6 | i | 0 | i
Clc1ccc2c(NCc3ccccn3)ncnc2c1 | i | i | i | i | i | 0.7 | i | -5 | i | 2 | i
O=C(NCC(c1ccco1)N1CCc2ccccc2C1)C(=O)Nc1cc(F)ccc1F (centres undefined) | i | i | i | i | i | -0.1 | i | 3 | i | 2 | i
CC(=O)C1C(c2ccc(F)cc2)NC(=O)NC1(O)C(F)(F)F (centres undefined) | i | i | i | i | i | -0.6 | i | -18 | i | -1 | i
Cc1nc2cc(N)ccc2n1C1CCCCC1 | i | i | i | i | i | 1.0 | i | -7 | i | 16 | i
O=c1[nH]c(SCc2c(Cl)cccc2Cl)nc2ccccc12 | i | i | i | i | i | -0.7 | i | -1 | i | -7 | i
O=C(Cn1nc(-c2cccc([N+](=O)[O-])c2)c2ccccc2c1=O)NCC1CCCO1 (centres undefined) | i | i | i | i | i | 0.0 | i | -1 | i | 6 | i
COc1ccc(Cn2nnnc2CN(Cc2cc3cccc(C)c3[nH]c2=O)C2CCCC2)cc1 | i | i | i | i | i | -0.3 | i | -10 | i | 8 | i
CC1CN(C(=O)c2ccn(C)n2)CC(C)O1 (centres undefined) | i | i | i | i | i | / | i | -5 | i | -3 | i
O=C(NCCCN1CCCCC1)c1ccc2c(=O)n(CCc3ccccc3)c(=O)[nH]c2c1 | i | i | i | i | i | 1.2 | i | -2 | i | 1 | i
CC(=O)c1cccc(NC(=O)COc2ccc3oc(=O)cc(C)c3c2)c1 | i | i | i | i | i | 0.2 | i | -2 | i | -3 | i
CC(OC(=O)Cc1c[nH]c2ccccc12)C(=O)NC1(C#N)CCCCC1 (centres undefined) | i | i | i | i | i | -0.4 | i | 16 | i | -2 | i
Cn1nccc1-c1cc(Cl)cc(Cl)c1O | i | i | i | i | i | -0.2 | i | -2 | i | 7 | i
CC(C)CC(=O)NNC(=S)Nc1ccc(S(N)(=O)=O)cc1 | i | i | i | i | i | -0.3 | i | 0 | i | -5 | i
Cc1nc2cc(S(=O)(=O)N(C)C)ccc2n1-c1ccccc1 | i | i | i | i | i | -0.9 | i | 2 | i | -6 | i
O=C(Cc1ccccc1)N/N=C/c1cccnc1 | i | i | i | i | i | -1.5 | i | -3 | i | 7 | i
Cc1c(S(=O)(=O)N2CCN(C(c3ccccc3)c3ccccc3)CC2)c(=O)n(C)c(=O)n1C | i | i | i | i | i | -0.2 | i | 0 | i | 0 | i
CC(=O)N1CCN(S(=O)(=O)c2ccc(S(=O)(=O)NC3CCCCC3)cc2)CC1 | i | i | i | i | i | -2.0 | i | -3 | i | -3 | i
Cc1ccc(C(CNC(=O)Nc2cccc(C)c2)N2CCN(C)CC2)cc1 (centres undefined) | i | i | i | i | i | -0.4 | i | -4 | i | -5 | i
COC1C=CC(CNC(=O)c2cc3c(=O)n4cccc(C)c4nc3n2C)(OC)O1 (centres undefined) | i | i | i | i | i | 0.0 | i | -6 | i | -26 | i
C=C(C)C(=O)Nc1ccc(OC(F)(F)C(F)F)c(NC(=O)C(=C)C)c1 | i | i | i | i | i | -1.1 | i | 2 | i | -6 | i
OCCN(CCO)c1ccc(C(c2ccc(Cl)cc2)c2ccc(N(CCO)CCO)cc2Cl)c(Cl)c1 | i | i | i | i | i | -0.6 | i | -8 | i | 93* | i
CCN(CC)CCCN(C(=O)Cn1nnc(-c2ccc(OC)c(OC)c2)n1)C(C(=O)NC(C)(C)C)c1ccc(F)cc1 (centres undefined) | i | i | i | i | i | 0.7 | i | -8 | i | 0 | i
Cc1cc(C)c(C(N)=O)c(Nc2ccc3c(c2)OCCO3)n1 | i | i | i | i | i | -0.2 | i | 2 | i | 5 | i
COC(C(=O)Nc1ccnn1C1CCN(C(=O)c2ccc(C=O)cc2)CC1)c1ccccc1 (centres undefined) | i | i | i | i | i | 0.6 | i | -11 | i | -14 | i

Next entries.
SMILES | TRPC6 act | RGS4 inh | TRPC4 block | MrgX1 ag | RGS4 pot | HIF act | TRPC6 inhibitor | Platelet DG rel | MrgX1 PAM | SKKanGAS inh | MrgX1 antagonist
Cc1ccc(C)c(NC(=O)C2CCCN2/C=C/C(=O)C(F)(F)F)c1 (centres undefined) | i | i | i | i | i | -0.4 | i | 5 | i | 1 | i
CCOC(=O)c1c(NC(=O)Cn2nc(C(=O)O)c3ccccc3c2=O)sc2c1CCC(C)C2 (centres undefined) | i | i | i | i | i | -1.0 | i | 0 | i | -1 | i
COc1ccc(Cl)cc1N1CC(c2nc3ccccc3[nH]2)CC1=O (centres undefined) | i | i | i | i | i | -0.1 | i | 0 | i | -6 | i
O=C(NNS(=O)(=O)c1ccccc1Cl)c1nn(-c2ccc(F)cc2)ccc1=O | i | i | i | i | i | 0.0 | i | 26 | i | 9 | i

Screening results deposited in PubChem BioAssay by several laboratories.

Not a hit list, and some 6.1% of all compounds hit somewhere here.
